Compound activity from PubChem BioAssay.
miR-122 sensor – miR-122 inhibition in Huh7 cells. Huh7 miR-122 Renilla luciferase sensor, 48 h; neutral wells = 0, positive control = 100. activation (reporter increase), % at 12.5 µM. 340,000 tested, 0.3% active;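 active means mean replicate activation score at least 90 and every replicate individually at or above 90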;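 further: higher luciferase means less miR-122 activity so hits act as miR-122 inhibitors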
Cneo AK release – Cryptococcus neoformans lysis via adenylate kinase release; C. neoformans lysis, adenylate kinase release luminescence, 4 h; normalised: neutral wells 0, clomiphene wells 100; lysis activity, % at 15 µM; 360,000 tested, 0.2% active; AID 651654;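 active means mean lysis activity across replicates of at least 80%, whatever share of replicates individually reach that level; inactive means mean lysis activity below 80%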
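Material: C. neoformans cells | Amount: Yeast cell density of 5 × 10^6 cells/mL | Medium: Fresh YPD growth medium | Dosing: Single dose | Times: Static 4 h at 37 °C with compound, 1 h detection | Detection: AK luminescence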
PGC1a acetyl inh – PGC1a acetylation modulation, inhibitor mode; U2OS PGC1a acetylation, AlphaScreen anti-acetyl-lysine; with virally co-expressed GCN5 acetyltransferase; inhibition, % at 15.6 µM; 350,000 tested, 0.17% active; AID 651687;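 active means every replicate shows inhibition of at least 40%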;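 further: 0% = neutral control wells and 100% = positive control wells; some results beyond the cut were filed as inactive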
F508del corr – correctors of CFTR F508del function in bronchial epithelial cells; CFBE cells, YFP halide quenching; stimulated with forskolin plus potentiator P3; % fluorescence drop versus neutral controls; activity (quench increase), % at 7.58 µM; 350,000 tested, 0.36% active;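 active means mean added fluorescence quench of at least 8% versus neutral control, with both replicates also reaching 8%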;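 further: cells transiently co-express mutant CFTR-F508del with the halide-sensitive YFP; corrector assay measuring rescue of mutant channel to the surface after 24 h compound exposure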
FN deposition inh – fibronectin deposition inhibition; AH1F fibroblasts, Alexa488-fibronectin deposition fluorescence, overnight; 350,000 tested, 0.086% active; inhibition, % at 12.6 µM;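 active means mean inhibition across replicates of 30% or more, regardless of how many single replicates reach that level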;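 further: positive control wells lacked labelled fibronectin entirely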
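Material – AH1F fibroblast monolayer, labelled fibronectin deposition · Reagent – labelled fibronectin 24 nM · Timing – 1 h adhesion, overnight exposure · Measured by – fluorescence at 485 nm excitation, 525 nm emission · Read-out – inhibition of fibronectin deposition signal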
INS-1E GSIS act – primary screen for activators of insulin secretion dependent on glucose, INS-1E cells, GLuc reporter luminescence; INS-1E GLuc reporter insulin secretion, 2-3 h; activation, % at 16.6 µM; 370,000 tested, 0.61% active; AID 743287;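 active means lowest replicate activation of at least 40%, so every replicate reaches that level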;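 further: 0% = median of neutral control wells and 100% = median of IBMX positive control wells; some compounds called inactive have numbers as strong as hits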
Statin myotox sup – protects C2C12 myotubes from simvastatin toxicity | 330,000 tested, 0.78% active | rescue of ATP level, % at 7.49 µM | ATP luminescence, 48 h; scaled: DMSO 0, geranylgeraniol control 100;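 active means mean ATP rescue above about 67%, or every replicate alone reaching that limit, limit read from the data, passing the limit was not always enough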;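 further: myotubes were challenged with 10 µM simvastatin during compound exposure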
PglD DTNB – PglD (C. jejuni) enzyme inhibition; purified PglD enzyme, DTNB colorimetric CoA detection; inhibition, % at 12.5 µM; 360,000 tested, 0.098% active; AID 602405; in the data active means inhibition above about 16%, passing the limit was not always enough; further: strong numbers were not always called active
Starred values were filed as active, the others as inactive; . = no result given; [ ] = remark or other dose.

Every second line gives: miR-122 sensor | Cneo AK release | PGC1a acetyl inh | F508del corr | FN deposition inh | INS-1E GSIS act | Statin myotox sup | PglD DTNB
> Cc1ccc2c(c1)C1CC(C)(O2)N(c2cccc(C(=O)NC3CCN(Cc4ccccc4)CC3)c2)C(=O)N1 (stereo not drawn)
  -7.2 | -1.4 | -14.2 | -0.8 | 9.4 | 3.5 | 6.3 | 0.6
> Cc1ccccc1C(=O)Oc1cccc(Nc2ncnc3ccccc23)c1
  0.3 | 2.7 | 0.6 | . | . | . | 4.4 | -8.3
> CCN(C[C@H]1N[C@@](CC)(C(=O)OC)[C@H]2C(=O)N(Cc3ccccc3)C(=O)[C@@H]12)S(=O)(=O)c1ccc(F)cc1
  10.1 | -0.4 | 5.7 | -0.2 | . | -21.8 | 2.0 | 4.1
> O=C(CSc1ncccn1)Nc1ccc(N2CCOCC2)cc1
  -1.0 | 4.7 | 5.9 | . | . | . | -3.6 | -0.6
> Cc1ccccc1NC(=S)NC1CCCC1
  -1.7 | 3.1 | . | -4.4 | -2.0 | -3.8 | -1.9 | -1.9
> COc1ccc(/C=C/C(=O)c2ccc(Cl)s2)cc1O
  -12.6 | 2.4 | -6.6 | . | . | . | 9.9 | 0.2
> Cc1ccc(NC(=O)CCCCCNS(=O)(=O)c2ccc(C)cc2)cc1
  -1.9 | -2.7 | -9.2 | . | 0.4 | -6.4 | -8.7 | 3.0
> CCn1cc(CNc2nc3nonc3nc2N2CCCCC2)cn1
  -4.2 | 0.7 | . | -0.5 | 3.8 | -3.8 | 4.4 | -1.2
> COc1ccccc1C(=O)N1C[C@@H]2[C@H](c3ccccc31)[C@@H](CO)N2C(=O)C1CC1
  -10.5[16.7 µM] | -1.9 | -1.3 | 0.5 | 0.0 | 12.4 | -14.4 | 2.1
> Cc1nc2ccccc2c2oc(C(=O)N3CCC(N4CCCCC4)CC3)cc12
  -2.1 | 0.5 | 1.7 | . | . | . | 1.8 | -0.7
> CCNC(=O)C[C@@H]1C=C[C@@H](NC(=O)NC2CCCCC2)[C@@H](CO)O1
  . | -0.2 | -10.1 | 2.4 | 6.4 | 16.0 | -6.0 | 0.5
> O=C1CCSc2ccc(Cl)cc2N1Cc1ccccc1
  5.7 | -1.5 | -8.1 | . | . | . | 21.3 | -1.5
> COc1ccc(NC(=O)CSc2nc(C)cs2)c([N+](=O)[O-])c1
  . | -0.1 | . | 0.1 | 2.8 | -1.0 | 3.5 | 3.8
> COc1ccc(CCC(=O)NCc2ccccc2Cl)cc1OC
  -1.0 | 0.4 | 0.1 | 0.5 | -1.6 | 12.8 | 9.0 | -0.1
> CCC(C)NC(=O)CNS(=O)(=O)c1ccc(C)cc1 (stereo not drawn)
  4.2 | 1.4 | -2.7 | . | . | 19.7 | . | 0.7
> O=[N+]([O-])c1ccc2nc(C3CCCCC3)[nH]c2c1
  -5.7 | -2.6 | -18.0 | -0.4 | 6.2 | -9.2 | -9.3 | -3.8
> O=C(NC1CC2CCCC(C1)N2C(=O)NCc1ccccc1)C1CC1 (stereo not drawn)
  -10.7 | -0.1 | . | . | -1.0 | . | . | -5.6
> CC(=O)Nc1cc(-c2cccc(C(=O)NCCN(C)C)c2)cn2c(-c3cccc(C(F)(F)F)c3)cnc12
  -23.4 | 3.7 | -16.3 | -1.4 | 9.8 | 169.8* | -19.0 | 5.5
> CCOC(=O)c1c(NC(=O)Cn2cnc([N+](=O)[O-])n2)sc(C)c1C
  -4.8 | -0.7 | 1.9 | -6.1 | -2.8 | 6.6 | -0.3 | 1.8
> CC(=Nc1cc(C(=O)c2ccccc2)ccc1N)C1=C(O)CC(C)(C)CC1=O
  -1.8 | . | -1.6 | -0.6 | -6.4 | 25.8 | -8.5 | .

The last two compounds of the section before lead into the next:
Every second line gives: miR-122 sensor | Cneo AK release | PGC1a acetyl inh | F508del corr | FN deposition inh | INS-1E GSIS act | Statin myotox sup | PglD DTNB
> CCOC(=O)c1c(NC(=O)Cn2cnc([N+](=O)[O-])n2)sc(C)c1C
  -4.8 | -0.7 | 1.9 | -6.1 | -2.8 | 6.6 | -0.3 | 1.8
> CC(=Nc1cc(C(=O)c2ccccc2)ccc1N)C1=C(O)CC(C)(C)CC1=O
  -1.8 | . | -1.6 | -0.6 | -6.4 | 25.8 | -8.5 | .
> COCCCNC(=O)c1cccn2c(=O)c3cc4ccccc4cc3nc12
  4.1 | 0.1 | -1.9 | . | . | -1.2 | 182.0* | -3.9
> COc1ccc(C2=Nn3c([n+](C)c4ccccc43)SC2)cc1
  4.1 | . | -14.6 | 0.4 | 0.0 | -35.4 | . | .
> C[C@@H]1CN([C@@H](C)CO)C(=O)c2cc(NC(=O)Cc3ccccc3)ccc2O[C@H]1CN(C)C(=O)Nc1ccc2c(c1)OCO2
  -4.5[16.7 µM] | 7.2 | 2.8 | -1.0 | . | -0.8 | -23.1 | -2.4
> Cc1cc(O)c(/C=N/OCc2ccc(Cl)cc2Cl)c(=O)o1
  -5.2 | -0.4 | 6.8 | 0.2 | 4.4 | -2.8 | -2.2 | -9.2
> COc1cccc(NC(=O)c2nn(C34CC5CC(CC(C5)C3)C4)cc2[N+](=O)[O-])c1
  27.0 | -0.8 | 26.4 | . | . | . | . | -0.1
> COc1ccccc1C(=O)NNC(=O)C(=O)N1CCCCC1
  -1.4 | 3.8 | . | 1.3 | -18.8 | -12.0 | 0.0 | 3.5
> CCCCc1nnc(NC(=O)C=C(C)C)s1
  -9.3 | 2.5 | -3.1 | . | 5.5 | . | 6.8 | 0.0
> O=C(NCCc1ccc(Cl)cc1)C1CCN(S(=O)(=O)N2CCCC2)CC1
  . | 1.7 | 4.6 | . | . | . | -7.6 | -2.9
> O=C(C[C@@H]1CC[C@@H]2[C@H](COC[C@H](O)CN2C(=O)Nc2ccc3c(c2)OCO3)O1)N1CCN(c2ccccc2)CC1
  -1.9[16.7 µM] | 3.0 | -27.4 | 2.9 | 3.6 | -9.5 | 35.6 | -2.5
> CC(C)(C)OC(=O)N1CCCN(C(=O)Nc2ccc(C(F)(F)F)cc2)CC1
  -1.0 | -1.0 | 12.9 | -0.4 | -4.5 | . | . | -0.4
> COC(=O)CCC(=O)OC1(C)C(=O)C=C2C=C(C3CC3)N(C3CC3)C=C2C1=O (stereo not drawn)
  . | 3.5 | . | 5.1 | -7.4 | 12.9 | 4.5 | 2.1
> COc1cccc(OCC(=O)NC2CCCCC2)c1
  -2.3 | . | -17.0 | -3.3 | . | 11.7 | 0.3 | .
> CN(C)CC(=O)Nc1ccc2c(c1)[C@H]1C[C@H](CC(=O)NCC3CC3)O[C@@H](CO)[C@H]1O2
  0.3[16.7 µM] | -3.4 | -4.9 | -2.6 | -6.6 | -6.5 | -9.2 | 1.9
> COc1ccc2nc(NC(=O)C3CCCN3S(=O)(=O)c3ccc(C)cc3)sc2c1 (stereo not drawn)
  0.6 | -8.0 | -13.6 | . | . | -11.6 | . | -129.7
> CSCCC(NS(=O)(=O)c1cc(C(=O)O)ccc1Cl)C(=O)O (stereo not drawn)
  -2.3 | . | . | -0.5 | -2.2 | 6.9 | 8.4 | .
> O=C(CN(C(=O)CCC(=O)Nc1nccs1)c1ccc(F)cc1)NCc1ccc(F)cc1
  . | -9.5 | . | 1.9 | -2.8 | 1.0 | 1.1 | -4.4
> CCCNC(=O)Nc1ccc2c(c1)C(=O)N(C)C[C@@H](OC)[C@@H](C)CN(Cc1cncnc1)[C@@H](C)CO2
  -0.7[16.7 µM] | -2.2 | -2.3 | -1.3 | 8.7 | -12.6 | -6.8 | -1.6
> CCOc1ccc2oc(C(=O)OCC(=O)NC(=O)NC)c(C)c2c1
  -4.0 | -2.4 | 9.7 | 0.4 | 5.9 | 40.4 | 10.6 | -1.7
> Cc1cccc(NS(=O)(=O)c2ccc(C)c(C(=O)NCc3ccncc3)c2)c1
  . | -0.6 | . | -0.1 | 8.5 | 14.8 | -1.4 | 2.8
> COc1ccc(S(=O)(=O)N(C)C[C@H]2OCCCC[C@H](C)Oc3ccc(NC(=O)Nc4ccccc4)cc3C(=O)N([C@H](C)CO)C[C@@H]2C)cc1
  -0.1[16.7 µM] | 0.0 | -15.4 | -0.1 | -0.5 | 4.5 | . | 1.9
> CCOCC(=O)Nc1cc(C(=O)Nc2cccc(C)c2C)ccc1Cl
  -7.3 | -6.4 | . | 1.4 | . | 7.5 | 4.4 | 4.5
> Cc1ccc(/C(O)=C/c2nc3ccccc3oc2=O)cc1
  -6.4 | 0.8 | -3.4 | -2.8 | 1.7 | 6.4 | . | -2.1
> COc1ccc(S(=O)(=O)Nc2cccc(-n3cnnn3)c2)cc1OC
  35.0 | 1.4 | 3.2 | -1.6 | -4.2 | 9.6 | 9.8 | -3.1
> CC1CCCN1CC#CC(O)(c1ccccc1)c1ccccc1 (stereo not drawn)
  -1.9 | 0.7 | 5.9 | -0.9 | -0.3 | . | . | 1.3
> CC(=O)c1ccc(NC(=S)N2CCCC2)cc1
  -2.1 | 1.8 | . | -2.2 | . | 7.0 | -5.3 | -2.6
> C[C@@H]1CN([C@H](C)CO)C(=O)c2cccc(NS(=O)(=O)c3ccc(Cl)cc3)c2O[C@H]1CN(C)C(=O)Nc1ccccc1
  -1.5[16.7 µM] | 0.5 | -18.0 | 2.0 | . | -6.0 | 8.2 | 4.1
> CN(C)c1ccc(NC(=O)CSc2n[nH]c(-c3ccncc3)n2)cc1
  8.0 | -3.4 | -3.0 | 0.1 | -2.9 | 1.4 | -5.3 | -0.5
> Cc1ccc(Cc2c(C(C)(C)C)nc3ccc(Br)cn23)cc1
  2.7 | -1.3 | -5.1 | -0.5 | 3.6 | 2.2 | -11.4 | -1.7
> CN1C(=O)c2cc(NC(=O)c3cnccn3)ccc2OC[C@@H]2O[C@@H](CC(=O)O)CC[C@H]21
  -5.3[16.7 µM] | 5.2 | -8.3 | 3.1 | 10.2 | 7.6 | 1.5 | -1.4
> O=C(Nc1cccc(F)c1)N1C[C@@H]2[C@H](c3ccccc31)[C@@H](CO)N2C(=O)Cc1ccccc1
  8.3[16.7 µM] | -2.8 | 0.3 | -4.5 | . | -4.8 | -9.4 | 0.3
> COC(=O)c1sc(-c2ccccc2)cc1NC(=O)C1CC1
  . | . | -3.7 | -0.5 | -4.3 | 9.7 | . | .
> CC(=O)N(C)C[C@H]1Oc2cc(C#Cc3ccccn3)ccc2S(=O)(=O)N([C@@H](C)CO)C[C@@H]1C
  -2.0[16.7 µM] | -0.7 | 1.0 | 1.7 | . | 42.8 | 10.2 | 1.0
> O=C(C[C@H]1CC[C@@H]2[C@H](COC[C@H](O)CN2Cc2cccc(C(F)(F)F)c2)O1)NCCc1ccncc1
  4.1[16.7 µM] | 4.1 | 1.1 | -0.1 | -3.9 | 19.3 | 12.1 | -0.9
> O=C(c1cccnc1)N1CCCCN2[C@H](CO)[C@H](c3ccc(C#Cc4cccnc4)cc3)[C@H]2C1
  -5.1[16.7 µM] | 0.0 | 5.5 | -2.1 | . | 13.0 | . | 2.8

Reformatted as labelled records: part of the list above
COc1ccc2nc(NC(=O)C3CCCN3S(=O)(=O)c3ccc(C)cc3)sc2c1 (stereo not drawn)
  miR-122 sensor: 0.6
  Cneo AK release: -8.0
  PGC1a acetyl inh: -13.6
  F508del corr: .
  FN deposition inh: .
  INS-1E GSIS act: -11.6
  Statin myotox sup: .
  PglD DTNB: -129.7
CSCCC(NS(=O)(=O)c1cc(C(=O)O)ccc1Cl)C(=O)O (stereo not drawn)
  miR-122 sensor: -2.3
  Cneo AK release: .
  PGC1a acetyl inh: .
  F508del corr: -0.5
  FN deposition inh: -2.2
  INS-1E GSIS act: 6.9
  Statin myotox sup: 8.4
  PglD DTNB: .
